Screens: PubChem, National Center for Advancing Translational Sciences (NCATS)
GAA glycogen: inhibitors or activators of human alpha-glucosidase glycogen cleavage. P10253. recombinant GAA, glycogen substrate, Amplex Red glucose oxidase fluorescence. Potency, µM (top dose mostly 76.4 µM), for inactives: top-dose activity change, negative = inhibition, most hits filed as inhibitors. 300,000 compounds, 0.38% hits. AID 2100;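 note: potency is the fitted concentration of half-maximal effect; 0% = full enzyme reaction and -100% = no-enzyme basal signal; the screen sought inhibitors and activators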
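Recombinant enzyme (4 nM final) with compounds titrated up to 77 uM and bovine liver glycogen (30 ug) in citrate pH 5.0, 0.01% Tween-20, 37 C 40 min. Released glucose detected by Amplex Red/glucose oxidase (Ex 573/Em 610); AC50 from Hill fits.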
aGlu spleen mod: inhibits or activates alpha-glucosidase in human spleen homogenate. human spleen homogenate, 4-MU-alpha-glucoside fluorescence. Potency, µM (top dose mostly 79.9 µM), for inactives: top-dose activity change, negative = inhibition, most hits filed as inhibitors. 240,000 compounds, 0.006% hits;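 note: potency is the fitted concentration of half-maximal effect; 0% = enzyme with vehicle and -100% = no enzyme basal signal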
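Human spleen homogenate (1 ug) incubated with compounds and 1 mM 4-methylumbelliferyl-alpha-D-glucopyranoside in pH 5.0 citrate/phosphate buffer, 37 C, 40 min. Stopped at pH 10; 4-MU fluorescence (Ex 365/Em 440 nm); AC50 by Hill fit.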
HTT ATP protect: cytoprotection in Huntington HTT-Q103 PC12 cell model; 230,000 compounds, 0.14% hits; Potency, µM (top dose mostly 56.4 µM), without a hit: cytoprotection (ATP increase), hits mostly activators; PC12 HTT-Q103 induced, cytoprotection, ATP luminescence, 40 h; AID 1471;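 note: potency is the fitted concentration of half-maximal effect; % of control where 0% means no effect; nearly all actives have a fitted effect of over 45% in size; toxic huntingtin expression switched on by the ecdysone agonist tebufenozide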
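Huntington model: PC12 line, ecdysone-inducible HTTQ103 exon1–GFP, tebufenozide 100 nM. Test articles in a dose series. Endpoint luminescence from cellular ATP.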
GAA inh: blocks human lysosomal alpha-glucosidase; P10253; purified human GAA, 4-MU-alpha-glucoside fluorescence; Potency, µM (doses to about 76.9 µM), inactives show at the top dose activity change, negative = inhibition, hits mostly inhibitors; 200,000 compounds, 0.005% hits; AID 1466;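 note: potency is the fitted concentration of half-maximal effect; plate controls were uninhibited enzyme wells for no effect and no-enzyme background for full effect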
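Activity normalized between no-enzyme (basal) and enzyme-only wells. Conditions: 4 nM human enzyme, 400 uM fluorogenic substrate, citrate/phosphate pH 5.0 with Tween-20, 20 min room temperature, compounds up to 77 uM.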
HTT aggregate: inhibitors of mutant huntingtin aggregate formation in PC12 cells; Potency, µM (series often up to 46.1 µM), for inactives: at the top dose activity change, negative = inhibition, actives largely listed as inhibitors; PC12 HttQ103-GFP aggregates, Acumen cytometry, 40 h; AID 1688; 220,000 compounds, 1.1% hits; note: potency is the fitted concentration of half-maximal effect; % is set by controls: 0 for no effect and ±100 for the full control effect; nearly all actives have a fitted effect of over 60% in size
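Multiplexed with ATP-based cell death, this channel scores GFP aggregates in PC12 cells expressing inducible HTTex1-Q103-GFP. Induction used 100 nM tebufenozide; compounds were tested in concentration series.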
LMNA splice mod: changes lamin A minigene splicing in HeLa cells; HeLa LMNA splicing GFP/RFP minigene ratio, 48 h; Potency, µM (top dose mostly 46.1 µM), for the others: at the top dose ratio change, negative = inhibition, actives largely listed as inhibitors; 200,000 compounds, 0.01% hits; active = well fitted inhibition curve with a large enough effect in the signal ratio, with a control signal flat, not every such curve was filed as active; inconclusive = small, poorly fitted or top-dose-only effect, or effect the other way, or a change in a side signal; the % refers to the signal ratio; note: potency is the fitted concentration of half-maximal effect; % is set by controls: 0 for no effect and ±100 for the full control effect
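S3 HeLa cells stably expressing lamin A-EGFP splicing minigene plus DsRed2, 600 cells/well, 48 h compound exposure at 37C. Laser-scanning cytometry; analysed as GFP (500-530 nm)/RFP (575-640 nm) total intensity ratio; 0.5% DMSO vehicle.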
CBFb RUNX1 block: blocks binding between human CBF-beta and RUNX1; Potency, µM (highest dose often 59.8 µM), without a hit: top-dose activity, negative = inhibition, usual class: inhibitors; Q01196+Q13951; AID 1477; 230,000 tested, under 10 active; AlphaScreen CBFb-His/RUNX1-biotin binding, biochemical; note: % of control where 0% means no effect
Target sequence (Q01196 whole entry, looked up): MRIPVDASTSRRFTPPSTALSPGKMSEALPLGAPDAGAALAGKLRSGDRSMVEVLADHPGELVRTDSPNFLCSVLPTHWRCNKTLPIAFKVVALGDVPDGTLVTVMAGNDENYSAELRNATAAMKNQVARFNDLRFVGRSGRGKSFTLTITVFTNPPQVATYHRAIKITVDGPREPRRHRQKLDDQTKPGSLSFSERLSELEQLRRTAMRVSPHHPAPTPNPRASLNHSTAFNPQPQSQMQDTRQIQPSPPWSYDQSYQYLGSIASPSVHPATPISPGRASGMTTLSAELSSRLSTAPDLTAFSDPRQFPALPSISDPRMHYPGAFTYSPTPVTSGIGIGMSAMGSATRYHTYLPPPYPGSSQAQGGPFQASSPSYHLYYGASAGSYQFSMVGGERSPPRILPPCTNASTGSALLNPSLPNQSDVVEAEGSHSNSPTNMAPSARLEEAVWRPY
Target sequence (Q13951 whole entry, looked up): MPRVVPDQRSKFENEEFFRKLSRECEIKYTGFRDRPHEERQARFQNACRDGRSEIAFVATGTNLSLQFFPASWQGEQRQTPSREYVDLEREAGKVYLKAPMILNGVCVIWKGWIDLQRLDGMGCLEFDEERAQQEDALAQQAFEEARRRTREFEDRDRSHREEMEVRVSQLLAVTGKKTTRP
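Compounds were screened at multiple concentrations against a preformed CBF-beta(His)/RUNX1(biotin) complex (30 nM of each) for 15 min at room temperature, followed by 90 min with nickel and streptavidin beads and AlphaScreen reading.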
Starred values were filed as active, the others as inactive; ? = inconclusive; nt = not tested or not shown; & = joins results of further samples; [ ] = dose if it differs, or a comment. Unless noted, calls come from the whole dose curve; as a rule, active = well fitted curve in the direction sought with a large enough effect; inconclusive = small, poorly fitted or top-dose-only effect, or another doubt; inactive = no such curve, though single readings can be large; an effect the other way counts as inactive or inconclusive.

SMILES	GAA glycogen	aGlu spleen mod	HTT ATP protect	GAA inh	HTT aggregate	LMNA splice mod	CBFb RUNX1 block
CC(C)C(C(=O)Nc1ccc2c(c1)OCCOCCOCCOCCO2)N1C(=O)c2ccccc2C1=O (stereo not drawn)	6%	7%	21%	4%	-8%	nt	0%
O=C(Nc1nccs1)c1ccccc1N=Cc1ccccc1	-9%	4%	-13%	?	-16%	-2%	14%
CCCc1cc2c(=O)c(-c3cscn3)c(C(=O)OCC)oc2cc1O	-15%	6%	-34%[inhibitor]	2%	1%	-6%[46 µM]	-1%
COc1ccccc1N1CCN(S(=O)(=O)c2ccc3c4c(cccc24)C(=O)N3)CC1	-12%	-19%	-17%[10 µM]	?	-31%	-3%	-17%
COc1ccc2cc(C3(C)NC(=O)N(CC(=O)Nc4c(C)n(C)n(-c5ccccc5)c4=O)C3=O)ccc2c1 (stereo not drawn)	10%	-7%	-8%[10 µM]	2%	-11%	-10%	4%
O=C(/C=C/c1ccccc1)N1CCN(CCN2C(=O)c3cccc4cccc(c34)C2=O)CC1	-5%	-5%	5%[10 µM]	-13%	5%	-8%	-4%
Cc1cc2nc(CCN(Cc3cccnc3)C(=S)Nc3ccccc3)[nH]c2cc1C	-7%	-2%	7%[10 µM]	?	7%	-19%	6%
O=c1c(O)c(-c2ccc(O)cc2)oc2ccc(O)cc12	nt	2%	28%[1.9 µM]	nt	nt	nt	10%[21.7 µM]
CCn1nnc(NC(=O)c2ccccc2Br)n1	2%	-9%	-9%[0.074 µM]	2%	-15%	8%	4%
CCOc1cccc(N2C(=O)CC(n3cnc4ccccc43)C2=O)c1 (stereo not drawn)	-4%	0%	17%[10 µM]	-5%	-5%	16%	2%
c1ccc(CN2CCC(N=C3NN=C(c4ccc5c(c4)OCCO5)CS3)CC2)cc1	?	0%	40%[10 µM]	5%	14%	?	-23%
Cc1cc(C)n(-c2nc3ccccc3nc2Nc2ccc(CC(=O)O)cc2)n1	-11%	-3%	6%	-3%	-7%	-5%	11%
O=C1CC(c2ccccc2)CC(O)=C1C=NC1CCCC1 (stereo not drawn)	4%	-5%	-23%	-10%	4%	-7%	-4%
COCCCn1c(C)c(C(C)=O)cc(NC(=O)c2ccccc2)c1=O	7%	0%	-3%[10 µM]	-1%	6%	?	-11%
CCN(CC)C(=O)Cc1ccccc1	-12%	10%	-11%[10 µM]	nt	-16%[9.22 µM]	nt	12%
CC(=O)Nc1cccc(OCC(=O)NCCC2=CCCCC2)c1	6%	6%	-42%	-1%	2%	?	-3%
CN(C)S(=O)(=O)c1cccc(NC(=S)N/N=C/C2CC=CCC2)c1 (stereo not drawn)	-18%	2%	-28%	3%	-10%	-4%[46 µM]	1%
Nc1cc(N)nc(SCC(=O)N2CCc3ccccc32)n1	9%	-5%	-18%	-3%	4%	7%	-3%
CCN(CC(=O)Nc1ccc2c(c1)OC(F)(F)O2)Cc1nc2ccccc2c(=O)[nH]1	9%	-2%	-20%	0%	4%	-6%	5%
Fc1ccccc1CSc1nnc(-c2ccccc2)o1	-13%	-4%	-36%	-7%	1%	12%	?
O=C(O)CCn1[nH]c(=O)ccc1=O	-12%	3%	-8%[10 µM]	5%	-5%	-3%	-7%
COc1ccc2c(c1)O[C@@H](c1ccc3c(c1)OCO3)[C@H](OC(=O)N[C@H](C)C1CCCCC1)C2=O	nt	2%	-56%[inhibitor]	nt	nt	nt	-2%
CCCCC1=CC2=C(c3ccco3)C(=O)C(C)(OC(=O)c3ccc(OC)cc3)C(=O)C2=CN1c1ccc(OC)cc1 (stereo not drawn)	-9%	-1%[17.4 µM]	1%&18%[10 µM]	nt	1%[9.22 µM]	?	-3%[13.1 µM]
c1csc(Cn2nnnc2CN2CCN(c3nc4ccccc4s3)CC2)c1	-2%	0%	5%	3%	-12%	?	7%
CN(C)CCCNC(=S)NCc1ccc(Cl)cc1	-5%	-13%	2%[10 µM]	4%	-17%	-12%	0%
CC(C)(C)c1nc(SCC(=O)NCc2cccs2)c2ccccc2n1	-5%	0%	-27%[10 µM]	4%	-22%[9.22 µM]	7%[46 µM]	17%
COC(=O)c1ccccc1NC(=O)Cn1cnc2c(cnn2-c2ccccc2)c1=O	15%	4%	13%	3%	-8%	0%	2%
Cc1ccc2cc(CN(Cc3ccco3)C(=O)c3cccs3)c(=O)[nH]c2c1	2%	4%	-89%[inhibitor][0.074 µM]	5%	-16%	?	-1%
CCNC(=S)N(CCc1cccc(C)c1)Cc1cc2cc(OC)c(OC)cc2[nH]c1=O	6%	-2%	22%[10 µM]	10%	12%	-13%	-17%
Cc1ccc(C(C)(C)C)cc1S(=O)(=O)Nc1cccc(S(=O)(=O)NC2=NCCC2)c1	-7%	-3%	-38%[10 µM]	-5%	31%	?	-1%
Cc1nn(-c2nc3ccccc3[nH]2)c(=O)c2ccccc12	5%	-5%	-98%[inhibitor][10 µM]	3%	3%	-9%[46 µM]	8%
Cc1ccc(CNc2nc(N)c([N+](=O)[O-])c(Nc3cccc(F)c3)n2)cc1	2%	-4%	?	0%	8%[9.22 µM]	8%	1%
COc1ccc(/C=C2/C(=O)N(c3nc4ccccc4s3)N=C2CSc2ccc(Cl)cc2)cc1	17%	-1%	4%[10 µM]	-1%	?	?	-27%
CCC(=O)Nc1nc2nc(-c3ccccc3)cc(-c3ccccc3)n2n1	4%	-2%	-5%	7%	19%	4%	-2%
O=[N+]([O-])c1ccc(N2CCN(C(=S)c3cccc([N+](=O)[O-])c3)CC2)cc1	3%	7%	23%[10 µM]	nt	-4%[9.22 µM]	nt	-5%
Cn1c(SCc2nnc(-c3ccccc3)o2)nc2ccccc21	-1%	-1%	-5%	0%	1%	9%[46 µM]	-3%
Cc1ccc(Cl)cc1N1CCN(Cc2nnnn2C2CCCCC2)CC1	9%	-12%	?	?	-25%	?	-1%
COc1ccc(Cc2nc(C(=O)Nc3ccc(F)cc3)cs2)cc1	5%	-11%	-20%	-9%	9%	?	17%
CC(=O)Nc1ccc(S(=O)(=O)NC(=O)C23CC4CC(CC(C4)C2)C3)cc1	-5%	1%	-8%	-4%	2%	-6%	-5%
O=C(NCCN1CCOCC1)c1cc(=O)[nH]c2ccc(Br)cc12	-4%	-12%	15%	-6%	5%	12%	-1%

Part of the list above, set out differently:
CN(C)CCCNC(=S)NCc1ccc(Cl)cc1
- GAA glycogen = -5%
- aGlu spleen mod = -13%
- HTT ATP protect = 2%[10 µM]
- GAA inh = 4%
- HTT aggregate = -17%
- LMNA splice mod = -12%
- CBFb RUNX1 block = 0%
CC(C)(C)c1nc(SCC(=O)NCc2cccs2)c2ccccc2n1
- GAA glycogen = -5%
- aGlu spleen mod = 0%
- HTT ATP protect = -27%[10 µM]
- GAA inh = 4%
- HTT aggregate = -22%[9.22 µM]
- LMNA splice mod = 7%[46 µM]
- CBFb RUNX1 block = 17%
COC(=O)c1ccccc1NC(=O)Cn1cnc2c(cnn2-c2ccccc2)c1=O
- GAA glycogen = 15%
- aGlu spleen mod = 4%
- HTT ATP protect = 13%
- GAA inh = 3%
- HTT aggregate = -8%
- LMNA splice mod = 0%
- CBFb RUNX1 block = 2%
Cc1ccc2cc(CN(Cc3ccco3)C(=O)c3cccs3)c(=O)[nH]c2c1
- GAA glycogen = 2%
- aGlu spleen mod = 4%
- HTT ATP protect = -89%[inhibitor][0.074 µM]
- GAA inh = 5%
- HTT aggregate = -16%
- LMNA splice mod = ?
- CBFb RUNX1 block = -1%

Back to the main list with the five entries that preceded the break.
SMILES	GAA glycogen	aGlu spleen mod	HTT ATP protect	GAA inh	HTT aggregate	LMNA splice mod	CBFb RUNX1 block
Cn1c(SCc2nnc(-c3ccccc3)o2)nc2ccccc21	-1%	-1%	-5%	0%	1%	9%[46 µM]	-3%
Cc1ccc(Cl)cc1N1CCN(Cc2nnnn2C2CCCCC2)CC1	9%	-12%	?	?	-25%	?	-1%
COc1ccc(Cc2nc(C(=O)Nc3ccc(F)cc3)cs2)cc1	5%	-11%	-20%	-9%	9%	?	17%
CC(=O)Nc1ccc(S(=O)(=O)NC(=O)C23CC4CC(CC(C4)C2)C3)cc1	-5%	1%	-8%	-4%	2%	-6%	-5%
O=C(NCCN1CCOCC1)c1cc(=O)[nH]c2ccc(Br)cc12	-4%	-12%	15%	-6%	5%	12%	-1%
CCOc1ccccc1NC(=O)N1CCC(NC(=O)c2cccc(C)c2)CC1	3%	-4%	-4%	-7%	4%	?	-3%
COC(=O)Nc1nnc(SCc2ccc(C)cc2)s1	0%	-1%	-6%[10 µM]	1%	9%	1%	-3%
COc1ccc(NC(=O)COC(=O)c2ccc(NS(=O)(=O)/C=C/c3ccccc3)cc2)cc1	4%	-11%	-17%[10 µM]	0%	0%	5%	-28%
N#CCCN1CCN(S(=O)(=O)c2ccc(S(=O)(=O)NC3CCCCC3)cc2)CC1	-12%	-22%	17%	-10%	13%	?	7%
NNC(=O)CSc1cccc2cccnc12	-8%	-3%	nt	3%	-6%	-1%	0%
CCNc1nc(-c2cc3ccccc3o2)cs1	-7%	-14%	-4%[10 µM]	4%	-12%	?	-8%
O=C(CSc1n[nH]c(-c2ccccc2Cl)n1)NCc1cccc(C(=O)O)c1	9%	1%	0%[10 µM]	-6%	-1%[9.22 µM]	12%[46 µM]	7%
CC(=O)OCC(=O)C1=CCC2C3CCC4=CC(=O)C=CC4(C)C3(F)C(OC(C)=O)CC12C (stereo not drawn)	7%	6%	0%[10 µM]	5%	23%[9.22 µM]	?	-2%
CC(C)(C)C1CCc2[nH]nc(C(=O)O)c2C1 (stereo not drawn)	3%	3%	3.5µM*	-11%	-8%	1%	3%
COc1cccc(-c2ncc3ccccn23)c1	-5%	-2%	-6%[10 µM]	2%	-15%	1%	-4%
CNCC(=O)N1CCN(c2ncc(C(F)(F)F)cc2Cl)CC1	-3%	nt	-54%[inhibitor]	-1%	-13%	nt	-8%
CCCCCC(=O)Nc1c(-c2cccs2)c(=O)c2ccccc2n1C	9%	4%	-17%	-20%	10%	-2%	-2%
